# TAAR1 antagonist: human TAAR1 antagonists, primary screen, Fluo-8 calcium fluorescence, CHO RD-HGA16 cells; actives 1.5% (n = 360,000); Trace amine-associated receptor 1 (Homo sapiens), Q96RJ0; inhibition, % at 3 µM; antagonist;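 active = inhibition above a per-plate cutoff, the mean inhibition of test compounds on that plate plus 3 SD, cut at about 49% in these data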;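 note: 0% = DMSO plus EC80 beta-PEA response and 100% = DMSO alone without agonist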
# Target sequence (Q96RJ0 whole entry, looked up): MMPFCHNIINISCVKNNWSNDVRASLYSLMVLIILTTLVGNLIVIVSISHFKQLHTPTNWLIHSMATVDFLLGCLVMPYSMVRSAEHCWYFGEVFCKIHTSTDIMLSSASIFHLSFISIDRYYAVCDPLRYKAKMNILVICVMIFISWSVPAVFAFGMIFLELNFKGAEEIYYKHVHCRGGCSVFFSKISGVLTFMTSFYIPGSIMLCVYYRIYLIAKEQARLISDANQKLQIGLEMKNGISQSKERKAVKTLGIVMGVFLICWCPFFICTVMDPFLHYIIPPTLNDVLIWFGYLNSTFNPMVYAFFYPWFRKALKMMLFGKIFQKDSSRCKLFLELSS
#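 Material: CHO RD-HGA16 cells bearing hTAAR1; compound dosing: one-point dosing, 3 µM nominal final; schedule: dye loading 75 min at 37 °C, then 30 min room temperature; measured by: calcium fluorescence with Fluo-8; control set: vehicle and agonist controls; replication: n of 1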
# GPR7 antag: GPR7 receptor antagonists, primary screen, cell-based, fluorescence, single concentration; GPR7-expressing cells, fluorescence antagonist assay; inhibition, % at 4.4 µM; actives 1.1% (n = 290,000); AID 1861, 2009; in the data active = inhibition above about 16%, passing the limit was not always enough;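 note: cells stimulated with the agonist NPW; 0% = agonist with vehicle and 100% = vehicle without agonist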
# Target sequence (P48145 whole entry, looked up): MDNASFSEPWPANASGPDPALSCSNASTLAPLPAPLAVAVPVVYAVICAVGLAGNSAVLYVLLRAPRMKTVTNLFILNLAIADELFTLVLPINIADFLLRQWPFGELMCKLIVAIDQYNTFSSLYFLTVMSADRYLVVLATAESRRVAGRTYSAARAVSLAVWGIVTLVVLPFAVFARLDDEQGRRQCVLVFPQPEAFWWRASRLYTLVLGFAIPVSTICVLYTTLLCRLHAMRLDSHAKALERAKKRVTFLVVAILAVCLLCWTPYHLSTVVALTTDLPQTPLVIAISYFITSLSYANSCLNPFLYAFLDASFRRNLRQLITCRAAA
# CHO-K1 Ca ag: counter-screen for M1 agonists: effect in parental CHO-K1 cells; Fluo-8 calcium fluorescence; scaled to maximal ATP response, vehicle zero; activation, % at 3 µM; actives 0.48% (n = 360,000); in the data active = activation above about 15%;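 note: untransfected CHO-K1 host cells lacking M1 receptor as counterscreen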
# V1aR counter: agonists of human V1a receptor, primary screen, counter-screen for OXTR agonist project, fluorescence, CHO-V1R cells; Vasopressin V1a receptor (Homo sapiens), P37288; Fluo-8 calcium fluorescence, agonist mode; 0% DMSO, 100% 3 nM vasopressin; activation, % at 3 µM; actives 0.25% (n = 320,000); AID 2797, 2010;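 active = activation above the mean activation of all tested compounds plus 3 SD, per screening run, cut at about 20% in these data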;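 note: signal is peak over basal fluorescence ratio across a 100 second FLIPR read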
# CHO parental Ca: ATP-evoked calcium signal inhibitors, parental CHO, primary screen, counter-screen for OX1R antagonist project, cell-based, fluorescence, Fluo-8 calcium dye | parental CHO-K1, ATP-induced calcium, Fluo-8 fluorescence | inhibition, % at 5.6 µM | actives 0.63% (n = 330,000) | AID 463079, 2010;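 active = inhibition above that plate's mean sample inhibition plus 3 SD, cut at about 26% in these data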;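 note: 0% = ATP-challenged DMSO wells and 100% = DMSO wells without ATP; some compounds past the cut are filed as inactive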
#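 Measured by: calcium-sensitive Fluo-8 fluorescence / Test system: CHO parental line / Controls: ATP-challenged DMSO wells low, unchallenged DMSO wells high / Measure: % inhibition / Compound: single nominal dose of 5.6 µM per compound / Replicates: single well per compound, no replicates / Reagent: ATP as calcium-mobilizing challenge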
# OXTR agonist: human OXTR agonists, primary screen, fluorescence, CHO-OTR cells, Fluo-8 calcium; Fluo-8 calcium fluorescence; normalized: DMSO 0%, oxytocin 100%; actives 0.32% (n = 320,000); Oxytocin receptor (Homo sapiens), P30559; activation, % at 3 µM; AID 2435, 2010;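 active = activation above the mean of all tested compounds plus 3 SD, cutoff set per screening run, cut at about 20% in these data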;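 note: peak over basal fluorescence ratio from a 100 s FLIPR kinetic read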
# Target sequence (P30559 whole entry, looked up): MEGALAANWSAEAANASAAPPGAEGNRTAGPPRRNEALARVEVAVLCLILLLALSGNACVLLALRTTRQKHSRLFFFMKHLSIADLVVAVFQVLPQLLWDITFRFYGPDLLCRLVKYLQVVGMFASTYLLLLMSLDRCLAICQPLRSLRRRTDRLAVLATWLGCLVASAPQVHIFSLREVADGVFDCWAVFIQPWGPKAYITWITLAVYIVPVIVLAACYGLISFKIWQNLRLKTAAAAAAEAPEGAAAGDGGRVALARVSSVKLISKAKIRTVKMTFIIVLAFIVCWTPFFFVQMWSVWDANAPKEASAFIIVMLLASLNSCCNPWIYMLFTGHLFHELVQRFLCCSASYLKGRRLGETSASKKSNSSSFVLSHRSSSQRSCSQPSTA
# M1 PAM parental: nonselective calcium activators in parental CHO-K1 cells, primary screen, counter-screen for M1 PAM project, cell-based, Fluo-8 calcium fluorescence, full deck, 1536-well | ATP EC20; 0% at ATP EC20, 100% at ATP max | actives 0.02% (n = 360,000) | activation, % at 3 µM;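 active = activation above the run cutoff, the mean activation of all test compounds plus 3 SD, cut at about 40% in these data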;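 note: peak over basal fluorescence ratio in a 140 s read after ATP addition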
# OXTR potentiate: human OXTR potentiators, primary screen, fluorescence, CHO-OTR cells, Fluo-8 calcium; Oxytocin receptor (Homo sapiens), P30559; Fluo-8 calcium fluorescence, potentiator mode; 0% = oxytocin EC15, 100% = EC100; activation, % at 3 µM; actives 0.061% (n = 320,000);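 active = activation above that plate's cutoff, the mean activation of tested compounds plus 3 SD, cut at about 6.6% in these data, passing the limit was not always enough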;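 note: 100% uses oxytocin at 75 nM as the full agonist control; some results filed as inactive read as strong as hits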
#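 Assay system: CHO cell line stably expressing human OTR | Also added: Oxytocin at about EC15, sub-maximal agonist stimulus | Times: Compound 6 min at room temperature before oxytocin, 100 s read | Measured by: Fluo-8 intracellular calcium fluorescence, ex 470-495, em 515-575 nm | Controls: EC15 oxytocin alone as 0%, 75 nM oxytocin as 100%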
# CHO-K1 Ca antag: M1 antagonist counterscreen hit in parental CHO-K1 cells | ATP-induced calcium, Fluo-8 fluorescence | inhibition, % at 3 µM | actives 0.6% (n = 360,000) | AID 602250;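 active = inhibition above a per-plate cutoff, the plate's mean sample inhibition plus 3 SD, cut at about 24% in these data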;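 note: 0% = DMSO plus EC80 ATP and 100% = DMSO alone without ATP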
# * marks the source's active call; other numbers are inactive results; x = not tested or not shown. Random draw from the library, and some 3.5% of all compounds hit somewhere here.
SMILES,TAAR1 antagonist,GPR7 antag,CHO-K1 Ca ag,V1aR counter,CHO parental Ca,OXTR agonist,M1 PAM parental,OXTR potentiate,CHO-K1 Ca antag
Cc1cc2nc(-c3cccc(Br)c3)c(Cc3cccc(Cl)c3)n2c(C)c1Br,-6,x,0.4,x,x,x,13,x,-16
CC(=O)c1ccc(OCC(C)C)c(Cc2c(O)nc(N)[nH]c2=O)c1,-7,-8,0.3,0.2,-5,-0.8,27,-4,-9
NNC(=S)Nc1c(F)cc(F)cc1Br,-18,-8,0.8,-2.6,-17,-1.5,17,-7,-4
N#Cc1ncc(-c2ccc3c(c2)OCCOCCOCCOCCO3)nc1C#N,15,-1,-0.2,0.8,-8,0.0,4,-6,-4
COc1ccc(-c2nnc(NC(=O)c3ccc(S(=O)(=O)N4CCc5ccccc5C4)cc3)o2)cc1,x,-12,-0.3,-0.4,2,-1.0,-3,-5,9
CCOC(=O)C1CCCN(C(=O)Nc2cccc(Cl)c2)C1 (stereo unspecified),21,6,1.0,0.6,-7,-0.7,24,-3,-12
Cc1ccc(C(=O)NCC(=O)OCCCn2c(=O)[nH]c3ccccc32)cc1,-8,x,1.2,0.3,-4,-0.7,2,-2,6
CCC(C)[C@H]1CNC(=O)C(=O)N1CCCc1cc(OC)c(OC)c(OC)c1 (stereo partly specified),-2,x,0.1,0.9,-3,0.8,16,-7,-11
CCOCCCNC(=O)CN1CCN(S(=O)(=O)c2ccc3c(c2)CCC3)CC1,-13,x,-0.4,-0.3,-15,0.3,13,-8,-19
CN(Cc1ccccc1)C(=O)Nc1ccccc1,0,-5,0.9,-0.3,-1,-0.5,15,-8,-1
Cc1cc(S(=O)(=O)NCCCN2CCOCC2)ccc1F,-4,-2,0.9,1.5,-10,0.1,19,-12,-8
CC(C)Oc1ccc(C(=O)NC2CCCCC2)cc1,0,8,-0.3,-1.1,-6,-2.0,9,-5,-11
C=Cc1ccc(COC(=O)c2cn(CC)c3nc(C)ccc3c2=O)cc1,-28,-1,0.2,-2.0,-22,-2.1,-1,-1,-10
CCCc1cc(NC(=O)COC(=O)c2nccnc2N)n(-c2ccccc2)n1,-3,x,0.4,-0.1,-14,0.4,14,-5,-9
CCOC(=O)C1CCN(C(=O)c2ccc3c(=O)n4nc(Nc5cc(C)ccc5C)sc4nc3c2)CC1,21,24,0.7,13,-19,2.9,-19,-8,-9
Oc1cccc2ccc(N3CCOCC3)nc12,7,-3,3.6,2.5,19,1.0,-4,-13,-12
Cc1ccc(C(=O)NC(=S)Nn2cnnc2)cc1,2,-2,-0.2,0.2,-2,0.8,-14,0,20
COc1ccc(/C=N/N2CCN(Cc3ccc(C)cc3)CC2)cc1Br,-8,-14,0.0,-0.1,-8,-0.8,-20,-16,10
CC1CCCN(c2nc3c(c(=O)n(C)c(=O)n3C)n2CCSc2nc3ccccc3s2)C1 (stereo unspecified),9,-12,1.1,-1.8,-27,-1.7,-1,-6,8
CCCCc1nnc(NC(=O)C2CCN(c3ncnc4sc(C)c(C)c34)CC2)s1,-21,x,1.2,-0.8,-21,0.3,8,-7,-7
Cc1cccc(NC(=O)C2c3ccccc3C(=O)N3CCc4ccccc4C23)n1 (stereo unspecified),0,-7,1.8,-0.6,-23,-0.7,19,-1,-13
Cc1cc(C#Cc2c(-c3ccccc3)n(C)c3ccccc23)ccc1F,0,-3,-0.3,1.1,-5,-0.3,16,-4,-17
CCOC(=O)N1CCN(C(=O)COc2ccc3c(c2)C(=O)CC(C)(C)O3)CC1,-36,-3,0.4,0.1,-10,1.2,-6,6,2
Oc1ccc(/C=N/NC(=S)Nc2cccnc2)c(O)c1O,-7,-1,0.1,x,x,x,-2,x,-7
CC(=O)c1ccc(Nc2nc(-c3cccnc3)cs2)cc1,9,-15,0.3,x,x,x,10,x,-2
c1ccc(-c2nc(CSc3nnnn3-c3ccccc3)cs2)cc1,-3,4,-0.3,0.6,-7,1.4,-14,0,18
O=C(O)c1ccc2c(=O)n(-c3ccccc3)c(=S)[nH]c2c1,-17,-13,0.0,0.7,-5,0.6,5,0,-9
COc1ccccc1OCCn1cc(C=O)c2ccccc21,12,-9,7.5,x,x,x,9,x,-5
CC(C)NC(=S)N/N=C/c1ccc(C(C)(C)C)cc1,-17,-27,0.1,-1.0,-2,-2.2,11,-30,-6
CCC(=O)Nc1nc2ccccc2n1Cc1ccc(Cl)cc1,-17,-3,1.7,-0.8,-7,-1.4,-5,3,9
COC(=O)c1nn(-c2ccccc2)c(Cl)c1/C=N/OCc1ccc(C)cc1,43,-3,-0.3,-0.1,-26,-0.3,-2,-14,-11
N#CC(C#N)=C1C=C2C=C(N3CCCCC3)CCC2CC1 (stereo unspecified),x,74*,x,617*,101*,921*,x,-12,x
O=C(c1ccc(S(=O)(=O)N2CCCC2)cc1)N1CCCc2ccccc21,0,-2,1.7,3.3,-17,1.8,6,-20,3
Cc1csc2c(N3CCN(C(=O)Nc4ccc(OC(F)(F)F)cc4)CC3)ncnc12,-13,-31,12,7.2,21,6.2,9,-16,-2
Cn1c(N)cc(=O)[nH]c1=S,-8,x,0.3,x,x,x,-10,x,15
CC(=O)NCC(=O)NC1(C(=O)NC2CCCC2)CCCCC1,5,-8,0.2,1.1,-7,0.0,-5,2,15
CC1CCCC(C)N1CC(O)COC1CCC(C(C)(C)C)CC1 (stereo unspecified),-12,16,1.7,16,-14,4.1,10,-18,-4
COc1cccc(CN(C)C(=O)c2ccc(NS(=O)(=O)c3ccc4[nH]c(=O)[nH]c4c3)cc2)c1OC,-3,2,1.0,2.0,2,0.0,21,-4,-9
O=C(/C=C/c1ccc2c(c1)OCO2)NCCSCc1c(Cl)cccc1Cl,3,3,0.3,3.3,-7,2.7,12,-7,-1
O=C(CCCC(=O)N(CC(=O)NC1CCCC1)c1cccc(F)c1)Nc1ccccn1,-6,-12,0.0,-0.2,-8,-0.5,-7,-6,-17
CCOC(=O)C1=C(C)N(C)C(=O)NC1c1ccccc1OC (stereo unspecified),-33,6,-0.2,-0.1,-1,0.7,8,1,-6
Cc1cc(NC(=O)CN2C(=O)NC3(CCCCCC3)C2=O)ccc1Br,-3,x,0.3,1.8,-14,1.2,-14,-12,6
COc1ccc2c(c1)C(C)CC(C)(C)N2C(=O)Nc1ccccc1 (stereo unspecified),-1,-21,0.4,0.5,1,1.2,-5,-2,1
OC(COc1ccc2c(c1)CCC2)Cn1cnc2ccccc21 (stereo unspecified),22,-6,3.2,4.9,7,3.9,12,-17,-10
N/C(=N\OC(=O)c1ccc(=O)n(Cc2ccccc2)c1)c1ccccn1,-6,-6,0.8,-0.4,3,-0.6,22,-7,-22
O=C(C/C=N\OCc1ccc([N+](=O)[O-])cc1)Nc1ccc(Cl)cc1,21,25*,3.9,5.7,-1,2.5,7,-12,6
COc1ccc(NC(=O)c2cnc3ccccn3c2=O)c(OC)c1,8,x,-0.1,x,x,x,10,x,2
CCCc1[nH]n(-c2ccc(F)cc2)c(=O)c1C=Nc1ccc(C)cc1,-14,-13,0.7,-1.2,-11,-1.8,22,-4,-10
O=c1ncn(-c2cccc(F)c2)c2ncccc12,-9,-7,0.2,1.2,-2,1.0,18,-2,-6
CCCc1cc(CN2CCOCC2)c(O)c(CN2CCOCC2)c1O,-24,x,0.9,x,x,x,22,x,-15

# 3 entries picked at random from the list so far, as already listed:
SMILES,TAAR1 antagonist,GPR7 antag,CHO-K1 Ca ag,V1aR counter,CHO parental Ca,OXTR agonist,M1 PAM parental,OXTR potentiate,CHO-K1 Ca antag
N#Cc1ncc(-c2ccc3c(c2)OCCOCCOCCOCCO3)nc1C#N,15,-1,-0.2,0.8,-8,0.0,4,-6,-4
Cc1cccc(NC(=O)C2c3ccccc3C(=O)N3CCc4ccccc4C23)n1 (stereo unspecified),0,-7,1.8,-0.6,-23,-0.7,19,-1,-13
O=C(C/C=N\OCc1ccc([N+](=O)[O-])cc1)Nc1ccc(Cl)cc1,21,25*,3.9,5.7,-1,2.5,7,-12,6

# Next part.
SMILES,TAAR1 antagonist,GPR7 antag,CHO-K1 Ca ag,V1aR counter,CHO parental Ca,OXTR agonist,M1 PAM parental,OXTR potentiate,CHO-K1 Ca antag
O=c1ccnc2n1COCS2,-38,-5,11,1.2,-5,0.9,24,-5,4
CC(CC(=O)c1ccc(F)cc1)N1CCN(c2ccccc2)CC1 (stereo unspecified),-5,x,0.7,x,x,x,-1,x,-11
COC(=O)C1=C(O)CSC1=Nc1ccccc1,-6,1,0.2,1.7,-5,-0.8,9,0,-14
Cc1noc(C(=O)NCc2ccco2)c1Cl,-16,-8,-0.3,0.9,5,-0.1,0,-2,4
O=C1/C(=C/c2ccc([N+](=O)[O-])cc2)CCC1C1CCCC1 (stereo unspecified),19,15,1.5,0.6,-5,1.8,-6,-14,-2
Cc1c(C(=O)NNS(=O)(=O)c2ccccc2Cl)sc(=S)n1C,-6,2,0.3,0.5,2,-0.8,16,-6,-18
CN1CCSc2ccc(C(=O)Nc3ccc(Cl)cc3)cc21,-1,-10,0.2,-1.7,25,-0.3,-20,-5,14
Cc1ccc(CN2C(=O)CSc3ccc(C(=O)NC4CC4)cc32)cc1,-4,-11,1.9,0.8,-5,-0.1,14,-4,-15
COC(=O)c1cc(=O)n(CCc2ccccc2)c(=Nc2ccc(F)cc2)s1,-22,-21,-0.5,0.5,-33,-1.2,-10,-1,16
O=C(CCS(=O)(=O)Cc1ccccc1F)NCCCN1CCCCC1,1,-11,-0.1,0.6,1,1.5,10,-1,-2
CSc1cccc(NC(=O)CN(Cc2ccc(Cl)cc2)S(C)(=O)=O)c1,6,9,1.9,0.6,-20,-0.2,7,-7,-3
COc1ccc(N2CCN(CCNC(=O)Nc3ccc(C)cc3Cl)CC2)cc1,-15,13,-0.2,0.6,-20,-0.7,-5,-14,15
NS(=O)(=O)c1ccc(N/N=C/c2cn(-c3ccccc3)nc2-c2cccs2)c([N+](=O)[O-])c1,-16,-5,0.5,-0.1,15,-1.6,0,-6,-8
Cc1ccc(C(=O)Nc2ccc(NC(=O)c3ccco3)c(C)c2)cc1,-3,-6,0.6,0.8,-20,0.1,10,-9,-6
O=C(c1ccncc1)N1N=C(C2CCCCC2)CC1(O)C(F)(F)F (stereo unspecified),5,-10,-0.1,-0.1,-20,-1.3,-2,-3,0
Cc1cccnc1NC(=S)NC(=O)c1cncc(Br)c1,-2,2,0.1,-0.2,-7,0.1,14,-1,-3

# Assay outcomes as filed in PubChem BioAssay.
